Source: PubChem (National Center for Advancing Translational Sciences (NCATS))
AID inh – blocks human AID cytidine deaminase activity; AID 1347428; Potency, µM (series often up to 115 µM), for inactives: at the highest dose activity change, negative = inhibition, hits mostly inhibitors; AID deamination FRET fluorescence, UDG-coupled, 4 h; hit rate 0.32% among 91,000; note: nearly all actives have a fitted effect of over 25% in size
Target sequence (Q9GZX7 whole entry, looked up): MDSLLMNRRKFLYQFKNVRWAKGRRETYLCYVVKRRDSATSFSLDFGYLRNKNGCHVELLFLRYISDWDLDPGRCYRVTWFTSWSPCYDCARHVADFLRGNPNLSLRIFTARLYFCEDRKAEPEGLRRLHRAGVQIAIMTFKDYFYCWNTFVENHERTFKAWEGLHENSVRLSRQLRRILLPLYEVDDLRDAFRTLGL
UDG counterscr – UDG inhibition counter-screen; FRET deamination/UDG coupled assay, UDG read, 4 h; Potency, µM (doses to about 115 µM), for inactives: at the top dose activity change, negative = inhibition, actives largely listed as inhibitors; hit rate 0.14% among 91,000; AID 1347430; note: nearly all actives have a fitted effect of over 65% in size
The depositor's hits bear a star; ? = inconclusive; [ ] = dose if it differs, or a comment. Calls come from the whole dose curve; as a rule, active = well fitted curve in the direction sought with a large enough effect; inconclusive = small, poorly fitted or top-dose-only effect, or another doubt; inactive = no such curve, though single readings can be large; an effect the other way counts as inactive or inconclusive. % is set by controls: 0 for no effect and ±100 for the full control effect; potency is the fitted concentration of half-maximal effect.

The line under a structure holds: AID inh | UDG counterscr
> CCOCCCNC(=O)C1CCCN(c2ncnc3onc(C)c23)C1 (configuration not stated)
→ 32%[activator] | -2%
> O=C(Cn1cnc2sc3c(c2c1=O)CCC3)NC1CCCc2ccccc21 (configuration not stated)
→ 2% | -4%
> C/C=C/C=C/C(=O)Nc1ccc(SC)cc1
→ 10% | 12%
> CS(=O)(=O)Cc1ccc(C(=O)Oc2ccc(Br)cc2)cc1
→ 0% | 11%
> Cc1ccc(-c2c(CN3CCN(c4cc(C)ccc4C)CC3)csc2C)cc1
→ 1% | -9%
> CC(C)c1ccc2oc(=O)cc(CN3CCN(c4ccc(F)cc4)CC3)c2c1
→ 2% | 6%
> CCc1ccc(-c2cn3nc(CC)sc3n2)cc1
→ -14% | 8%
> CCOc1ccc(NC(=O)c2ccc3[nH]c(C)cc(=O)c3c2)cc1
→ -5% | 5%
> CN(CC(=O)Nc1cccc(C(F)(F)F)c1)C1CCc2ccccc21 (configuration not stated)
→ -15% | -8%
> CN(CCCNc1ccccc1)c1nc(-c2ccncc2)nc2ccccc12
→ ? | -7%
> O=C(Nc1cccc(Br)c1)N1CCC(CN2CCCCCC2)CC1
→ 5% | -5%
> CC(NC(=O)c1ccc(Cl)cc1)C12CC3CC(CC(C3)C1)C2 (configuration not stated)
→ -10% | 1%
> O=C(C1CCCN(Cc2ccccc2C(F)(F)F)C1)N1CCCCC1 (configuration not stated)
→ 6% | -2%
> CCOc1ccc(NC(=O)COc2ncnc3c(Cl)cc(Cl)cc23)c([N+](=O)[O-])c1
→ 3% | 13%
> CCOc1ccc(-c2cc(C(=O)O)c3ccccc3n2)c(OCC)c1
→ 12% | 4%
> COc1ccc(NC(=O)c2ccc3[nH]c(C)cc(=O)c3c2)cc1
→ 1% | -2%
> Cc1ccc(NC(=O)CSc2nc3ccc(NC(=O)CCc4ccccc4)cc3s2)cc1
→ -1% | 71%[activator]
> O=C(O)COCCOCC(=O)O
→ 2% | 10%
> O=C(Nc1ccc(CN2CCCC2)cc1)Nc1ccc2c(c1)OCCO2
→ -9% | 4%
> Cc1cnc(C(=O)Nc2cccc(OC3CCCC3)c2)cn1
→ 16% | 7%
> Cc1ccc(NC(=O)CSc2nc3ccccc3o2)cc1
→ -2% | -9%
> CCOc1ccccc1NC(=O)c1ccc2c(Cl)c3c(nc2c1)CCC3
→ -7% | -7%
> COC(=O)c1c(NC(=O)CS(=O)(=O)c2ccc(C)cc2)sc2c1CCCC2
→ -8% | -4%
> CCN(CC)S(=O)(=O)c1ccc(Cl)c(C(=O)Nc2c(C)cc(C)cc2Cl)c1
→ 3% | 2%
> O=C(Nc1cc2ccc(O)cc2oc1=O)c1ccc(F)cc1
→ -2% | -10%
> COc1ccc2c(C)c(CCC(=O)NCCc3ccc(Cl)cc3)c(=O)oc2c1
→ -2% | 40%[activator]
> Cc1c(C(=O)NCCc2ccc(Cl)cc2)cccc1-n1cnc2cccnc21
→ 11% | ?
> CCN(CC)S(=O)(=O)c1ccc2c(c1)N(CC(=O)NCc1ccccc1)C(=O)CS2
→ 11% | -1%
> CC(Oc1ccc(C#N)cc1Cl)C(=O)Nc1ccnn1C(C)C (configuration not stated)
→ -3% | -5%
> CCN(CCCNC(=O)c1cc(Nc2ccc(OC)cc2OC)nc2ccccc12)c1cccc(C)c1
→ 0% | -25%[57.5 µM]

Overlap with the part before: two compounds, followed by the next part.
The line under a structure holds: AID inh | UDG counterscr
> CC(Oc1ccc(C#N)cc1Cl)C(=O)Nc1ccnn1C(C)C (configuration not stated)
→ -3% | -5%
> CCN(CCCNC(=O)c1cc(Nc2ccc(OC)cc2OC)nc2ccccc12)c1cccc(C)c1
→ 0% | -25%[57.5 µM]
> CC(C)CCNC(=O)NC(=O)CSc1nnc(-c2ccccc2)c(-c2ccccc2)n1
→ -8% | 7%
> Cc1ccccc1-c1nc(CS(=O)(=O)CC(=O)Nc2cc(Cl)cc(Cl)c2)c(C)o1
→ -2% | 0%
> Cn1c(SCC(=O)N2CCc3ccccc32)nnc1-c1ccc(F)cc1
→ -10% | 2%
> Cc1ccccc1OCCSCc1ccc(C(N)=O)cc1
→ 10% | 14%
> CC(C)CNC(=O)NC(=O)COC(=O)c1cc(-c2ccco2)nc2ccccc12
→ -6% | -6%
> CCOC(=O)c1c(C)oc2ncnc(Nc3cc(Cl)ccc3OC)c12
→ 1% | 7%
> COc1ccc(-c2cc(C(=O)O)c3ccccc3n2)cc1
→ -7% | 7%
> Clc1ccc(Nc2nc(-c3ccccc3)c3cc(Cl)ccc3n2)cc1
→ -13% | -3%[57.5 µM]
> Cc1nnc(NC(=O)CSc2nc3c([nH]c4ccccc43)c(=O)n2-c2cccc(Cl)c2)s1
→ 9% | -4%
> CCOCCn1c(N2CCN(Cc3ccc(Cl)cc3)CC2)nc2c1c(=O)[nH]c(=O)n2C
→ -6% | 1%
> CCNc1c(NC(=O)Nc2ccccc2OCC)c(=O)oc2ccccc12
→ -6% | 0%
> CCCCN(CC)C(=O)CSc1nc2n[nH]c(C)c2c(=N)n1-c1cccc(OC)c1
→ ? | -9%[57.5 µM]
> CCOC(=O)C(NC(=O)c1ccccc1)C(F)(F)F (configuration not stated)
→ -12% | 0%
> CCCCN(C)C(=O)c1cc(=O)[nH]c2ccccc12
→ -3% | -5%
> NNc1ccncc1
→ -3% | -4%
> COc1ccc(C(=O)Nc2ccccc2N2CCCCC2)cc1S(=O)(=O)NC(C)C
→ -3% | 4%
> CC(C)c1ccc(Nc2c3c(nc4ccccc24)CCCC3)cc1
→ -23% | -3%
> CCS(=O)(=O)N1CCc2cc(C(=O)Nc3cc(C)cc(C)c3)ccc21
→ -22% | ?
> COc1ccc(-c2nc(CS(=O)(=O)CC(=O)NCCc3cc(OC)ccc3OC)c(C)o2)cc1
→ -3% | -5%
> Cc1ccc(C)c2sc(N3CCN(C(=O)c4ccco4)CC3)nc12
→ -25% | ?
> CCN1C(=O)c2ccccc2Sc2ccc(NC(=O)Cc3ccc(OC)c(OC)c3)cc21
→ ? | -18%[57.5 µM]
> CCN(C(=O)c1ccco1)c1nc(-c2ccccc2)cs1
→ 0% | 6%
> O=C(c1ccccc1)C(Sc1ccccn1)c1ccccc1 (configuration not stated)
→ -5% | 5%
> CC(C(=O)NCCO)c1ccc2c(c1)[nH]c1ccc(Cl)cc12 (configuration not stated)
→ -9% | -13%
> CCCCCCC1COC(c2ccc(Br)cc2)OC1 (configuration not stated)
→ -3% | 1%
> CC(=O)N1c2ccc(S(=O)(=O)NCC3CCC(C(=O)Nc4ccc(F)cc4)CC3)cc2CC1C (configuration not stated)
→ 15% | -4%
> COCCN(Cc1ccco1)C(=O)Cn1ncc2c([nH]c3ccccc32)c1=O
→ 8% | -2%[57.5 µM]
> COc1cccc(NC(=O)c2sc3nc(C)c(C(=O)Nc4ccc(C)cc4C)c(-c4ccco4)c3c2N)c1
→ 21% | -4%
> CC(C)Oc1ccc(-c2nc(NCc3ccco3)c3ccccc3n2)cc1
→ -25% | 0%
> CC1CCN(c2nc3c(c(=O)[nH]c(=O)n3C)n2CC(=O)O)CC1
→ 2% | 2%

Seven compounds drawn at random from the list so far, as already listed:
The line under a structure holds: AID inh | UDG counterscr
> CCOC(=O)c1c(C)oc2ncnc(Nc3cc(Cl)ccc3OC)c12
→ 1% | 7%
> CC(C)CCNC(=O)NC(=O)CSc1nnc(-c2ccccc2)c(-c2ccccc2)n1
→ -8% | 7%
> O=C(c1ccccc1)C(Sc1ccccn1)c1ccccc1 (configuration not stated)
→ -5% | 5%
> Cc1nnc(NC(=O)CSc2nc3c([nH]c4ccccc43)c(=O)n2-c2cccc(Cl)c2)s1
→ 9% | -4%
> CC(C)c1ccc(Nc2c3c(nc4ccccc24)CCCC3)cc1
→ -23% | -3%
> COc1ccc(-c2cc(C(=O)O)c3ccccc3n2)cc1
→ -7% | 7%
> CCN(C(=O)c1ccco1)c1nc(-c2ccccc2)cs1
→ 0% | 6%

More results
The line under a structure holds: AID inh | UDG counterscr
> Clc1ccc(CNc2cc(-c3ccccc3)nc3nncn23)cc1
→ 1% | -1%
> Cc1c2cnn(CC(=O)NCCc3ccccc3)c(=O)c2c(C)n1Cc1ccccc1
→ -11% | 14%
> CCc1nc(-c2ccc(C)c(S(=O)(=O)N3CCN(c4ccc(C(C)=O)cc4)CC3)c2)no1
→ -15% | ?
> CCN(CC)S(=O)(=O)c1ccc(C)c(NC(=O)C2CCN(C(=O)C(C)(C)C)CC2)c1
→ -2% | -3%
> COc1ccc(NC(=O)c2cc3c(-c4ccccc4F)nn(C)c3s2)c(OC)c1
→ -8% | 4%
> CCCn1c(-n2nc(C)cc2C)nc2c1c(=O)n(CCOCC)c(=O)n2C
→ 2% | -9%
> Cc1ccc2c(c1)N(C(=O)Cn1c(=O)n(CCC(C)C)c(=O)c3sccc31)CCO2
→ -19% | -16%
> CC(C)CCNc1nc2c(c(=O)n(C)c(=O)n2C)n1Cc1ccc(Cl)cc1
→ 2% | 4%
> CCOc1ccc(NC(=O)Cn2cc(C(=O)c3ccc(OC)cc3)c(=O)c3cc4c(cc32)OCO4)cc1
→ -20% | -16%
> Cc1nc2ccc(Cl)cc2cc1C(=O)N1CCN(C(C)C)CC1
→ 1% | 5%
> CCC(Nc1ccc(-c2nc(-c3ccco3)no2)cc1[N+](=O)[O-])c1ccccc1 (configuration not stated)
→ -17% | ?
> CCOC(=O)c1ccc(NC(=O)CN2C(=O)CC(c3ccc(C)c(C)c3)=Nc3ccccc32)cc1
→ -27% | -6%
> Cc1cccc(OCCOCCn2c(-c3ccc(Cl)cc3)nc3ccccc3c2=O)c1C
→ -2% | 22%
> COCc1nc2ccccc2n1CCOc1cccc(C)c1
→ 9% | 2%
> Cc1cc(C)cc(OCC(=O)N(Cc2ccc(Cl)cc2)CC2CCCO2)c1 (configuration not stated)
→ ? | -6%
> CCc1ccc(-n2nc(CO)c(C(=O)NCc3ccccn3)n2)cc1
→ 2% | 8%[57.5 µM]
> COc1ccc(N2CCN(S(=O)(=O)CCNC(=O)Cc3ccc(-c4ccccc4)cc3)CC2)cc1
→ 5% | 3%
> COc1cc(C(=O)/C=C/c2cccc(OC(C)C(=O)O)c2)ccc1O (configuration not stated)
→ -7% | 2%
> CCOc1ccc2nc(N3CCCC(C(=O)NCCc4ccc(Cl)cc4)C3)sc2c1 (configuration not stated)
→ -5% | 5%
> CCOc1ccc(/C=C2\SC(=S)N(C)C2=S)cc1
→ 4% | -4%
> CCCOC(=O)C(C)n1nnc2sc(-c3ccccc3)cc2c1=O (configuration not stated)
→ 98%[activator] | 6%
> COc1ccc(OC)c(C(=O)c2oc3cc(NC(=O)C4CC4)ccc3c2C)c1
→ -16% | -10%
> COc1cccc(CNC(=O)CSC2=Nc3ccccc3C3=NC(C(C)C)C(=O)N23)c1 (configuration not stated)
→ 5% | 1%
> Cc1ccc(C)c(NCc2ccccn2)c1
→ -13% | -10%
> CCCCC(CC)COc1ccc(C(C)=O)cc1 (configuration not stated)
→ 1% | -2%
> CCOc1cccc(C(=O)Nc2ccc(S(=O)(=O)N(Cc3ccccc3)c3ccccc3)cc2)c1
→ ? | -19%[57.5 µM]
> CCOc1ccccc1CNC(=O)c1ccc(Cn2c(SCc3ccccc3)nc3cccnc32)cc1
→ ? | 1%
> COc1ccc(NC(=O)CCc2c(C)nc3c(-c4ccccc4)c(C)nn3c2C)cc1Cl
→ 2% | -6%
> Cc1ccc(-c2csc(-c3c(N)c(C(=O)c4ccc5c(c4)OCO5)n4ccccc34)n2)cc1
→ -19% | -8%
> CCc1ccc(N(CC)C(=O)c2ccc3c(=O)n4c(nc3c2)CCCCC4)cc1
→ -21% | -13%
> Cc1cccc(-c2c(NC(=O)C(C)C)oc3c(C)cccc3c2=O)c1
→ 3% | 4%
> COc1ccc(-c2noc(-c3ccc(NCCc4ccccc4)c([N+](=O)[O-])c3)n2)cc1OC
→ -7% | -14%
> Cc1ccccc1CNCCSc1nnnn1C
→ 41%[activator] | 5%
> N#Cc1ccccc1NC(=O)CSc1ncn[nH]1
→ 12% | -8%
> CCC(=O)Nc1c(C)cc(C)cc1C
→ -1% | 1%
> Cc1cccc(NC(=O)Cn2cc(C(=O)C3CCCCC3)c3ccccc32)c1
→ 31%[activator] | 12%
> CCOC(=O)C1CCN(c2nc3c(S(=O)(=O)c4ccc(C)c(C)c4)nnn3c3ccc(Cl)cc23)CC1
→ -12% | -10%
> Cc1cc2c(cc1S(=O)(=O)NCc1ccccc1Cl)OCCN2C
→ -7% | 2%
> COc1ccc(NC(=O)C2CCCN(c3ncnc4c3nc3n4CCCCC3)C2)c(OC)c1 (configuration not stated)
→ 4%[57.5 µM] | 10%[57.5 µM]
> COc1ccc(NC(=O)Cn2cc(C(=O)C3CCCCC3)c3ccccc32)cc1
→ 28% | 24%
> Cn1c(SCC(=O)Nc2nc3ccccc3s2)ncc(C(=O)Nc2ccccc2)c1=O
→ ? | -7%
> O=C1C(=O)N(C2CCN(C(=O)c3ccccc3F)CC2)CCN1Cc1ccc(F)cc1
→ 8% | -21%
> O=C(CSc1nnc2[nH]c(=O)cc(-c3ccccc3)n12)Nc1ccc(OC(F)(F)F)cc1
→ 0% | 3%
> COc1ccccc1-c1coc2cc(OCC(=O)OCCC(C)C)ccc2c1=O
→ -9% | -12%
> Cc1cc2ccccc2n1CC(=O)Nc1ccccc1
→ 2% | 3%
> Cc1ccc(NC(=O)c2cc(-c3ccccn3)nc3ccccc23)c(O)c1
→ 1% | 1%
> COC(=O)c1oc2cc(OC)ccc2c1C
→ -4% | -5%

5 compounds already listed, sorted by their value in AID inh, high to low:
mol	AID inh
CCN(CC)S(=O)(=O)c1ccc(C)c(NC(=O)C2CCN(C(=O)C(C)(C)C)CC2)c1	-2%
CCCCCCC1COC(c2ccc(Br)cc2)OC1 (configuration not stated)	-3%
COc1ccc(-c2cc(C(=O)O)c3ccccc3n2)cc1	-7%
CCOC(=O)C(NC(=O)c1ccccc1)C(F)(F)F (configuration not stated)	-12%
CN(CC(=O)Nc1cccc(C(F)(F)F)c1)C1CCc2ccccc21 (configuration not stated)	-15%

Not all compounds are listed. The share of hits here may be higher or lower than overall.
